RAD52 inh: blocks human RAD52 DNA annealing | P43351 | recombinant RAD52 DNA annealing, FRET fluorescence | inhibition, % at 18.7 µM | 0.46% of 360,000 active | AID 651710;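 active means every replicate showing at least 50% inhibition; inconclusive means mean inhibition at least 50% but not in every replicate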
Target sequence (P43351 whole entry, looked up): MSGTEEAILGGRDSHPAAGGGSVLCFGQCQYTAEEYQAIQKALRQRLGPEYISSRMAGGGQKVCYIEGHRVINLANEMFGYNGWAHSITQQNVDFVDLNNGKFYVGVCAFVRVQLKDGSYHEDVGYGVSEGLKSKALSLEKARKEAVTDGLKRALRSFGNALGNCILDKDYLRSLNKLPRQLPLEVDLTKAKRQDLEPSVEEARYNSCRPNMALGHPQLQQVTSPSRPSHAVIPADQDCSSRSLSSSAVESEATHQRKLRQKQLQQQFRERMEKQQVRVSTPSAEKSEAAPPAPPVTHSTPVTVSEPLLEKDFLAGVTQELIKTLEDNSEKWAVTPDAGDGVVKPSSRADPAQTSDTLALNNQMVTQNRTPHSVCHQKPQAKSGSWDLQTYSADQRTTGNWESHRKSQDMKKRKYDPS
Casp6 inh: inhibitors of human caspase-6; P55212; purified caspase-6, Z-VEID-R110 cleavage fluorescence; inhibition, % at 12.5 µM; 0.53% of 350,000 active;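 active means mean inhibition across replicates at least about 35%, with every replicate also reaching that limit, limit read from the data; inconclusive means only one of the two criteria met; inactive means neither criterion met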;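 further: 0% = median of neutral control wells and 100% = no fluorescence left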
Target sequence (P55212 24-179 limits assumed): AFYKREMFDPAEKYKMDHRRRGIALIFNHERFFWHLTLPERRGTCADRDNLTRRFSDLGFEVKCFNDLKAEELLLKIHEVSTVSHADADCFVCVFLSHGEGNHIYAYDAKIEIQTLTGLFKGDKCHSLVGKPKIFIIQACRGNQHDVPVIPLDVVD
Target sequence (P55212 194-293 limits assumed): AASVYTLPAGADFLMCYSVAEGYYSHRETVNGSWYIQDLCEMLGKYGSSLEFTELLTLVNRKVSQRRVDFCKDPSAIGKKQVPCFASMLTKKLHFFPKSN
E-sel inducer: E-selectin induction on HUVECs; HUVEC E-selectin immunofluorescence imaging; normalized: neutral wells 0, TNF-alpha wells 100; 0.37% of 260,000 active; P16581; activation, % at 7.58 µM; AID 686992;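 active means mean E-selectin-positive cell signal at least 10% of the positive control, reached in at least 60% of replicates, without over 20% cell loss; inconclusive means no rule given, readout overlaps actives, possibly toxicity-flagged; inactive means the rest, including those meeting only one limit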;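 further: in these data hits start at about 27%; measured in HUVEC primary endothelial cells; signal is the percent of cells scored E-selectin positive by PE staining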
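Assay system: HUVEC primary endothelial cells. Input: 3,000 HUVEC seeded per well. Doses: one compound dose added by pin transfer. Read-out basis: % PE-positive cells. Benchmarks: TNF-alpha high, DMSO low. Detection: immunofluorescence imaging. Buffer or medium: EGM-2, gelatin.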
DENV2 CPE rescue: inhibitors of DENV2 cytopathic effect; DENV2-infected cells, cytopathic effect rescue, plate reader; AID 651640; CPE inhibition, % at 9.99 µM; 1.7% of 350,000 active; in the data active means CPE inhibition above about 20%, passing the limit was not always enough; inconclusive means no clear call, values can overlap the other calls; tested in BHK-21 cells;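 further: 0% = median of neutral control wells and 100% = median of positive control wells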
F508del corr: CFTR F508del correction in bronchial cells; CFBE cells, YFP halide quenching; stimulated with forskolin plus potentiator P3; % fluorescence drop versus neutral controls; activity (quench increase), % at 7.58 µM; 0.36% of 350,000 active; AID 720511;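 active means mean added fluorescence quench of at least 8% versus neutral control, with both replicates also reaching 8%; inconclusive means only one of the mean or replicate conditions met; inactive means mean below 8% and not both replicates reaching 8%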;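 further: cells transiently co-express mutant CFTR-F508del with the halide-sensitive YFP; corrector assay measuring rescue of mutant channel to the surface after 24 h compound exposure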
XiGFP reactiv: X-chromosome reactivation activator. XiGFP mouse fibroblasts, % GFP-positive cells imaging, 3 d; cells co-treated with 5-aza-dC sensitizer; scaled so ellipticine positive control = 100%. activation, % at 7.58 µM. 0.055% of 360,000 active. AID 743238;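 active means mean normalized replicate activation at least 10% and every replicate at or above 10%; inconclusive means only one of the two criteria met; inactive means mean below 10% and not all replicates reach 10%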;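 further: 0% = median of on-plate neutral control wells and 100% = ellipticine 6 µM median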
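System: 68-5-11 XiGFP fibroblast line | Buffer or medium: DMEM containing 5-aza-dC | Compound: Single point | Times: Compounds 3 days, fix/stain 15 min at room temperature | Benchmarks: Positive control ellipticine, 6 µM final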
RAD54 inh: inhibitors of human RAD54 branch migration | Q92698 | RAD54 Holliday junction branch migration, FAM/BHQ fluorescence | inhibition, % at 10.4 µM | 0.14% of 360,000 active | AID 602329;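 active means mean normalized replicate activity at least 40 and at least half of replicates scoring 40 or more; inconclusive means only one of the two criteria met; inactive means mean below 40 and under half of replicates reaching 40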;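 further: 0% = median of neutral control wells and 100% = median of positive control wells; inhibitors cause a drop in the FAM fluorescence signal; in these data hits start at about 50%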
INS-1E GSIS act: primary screen for activators of insulin secretion dependent on glucose, INS-1E cells, GLuc reporter luminescence; INS-1E GLuc reporter insulin secretion, 2-3 h; 0.61% of 370,000 active; activation, % at 16.6 µM;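 active means lowest replicate activation of at least 40%, so every replicate reaches that level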;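 further: 0% = median of neutral control wells and 100% = median of IBMX positive control wells; some compounds called inactive have numbers as strong as hits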
* = called active by the depositor; ? = inconclusive; . = not tested or not shown; & = joins results of further samples. Compounds were not picked by outcome. About 3.7% of those tested had a hit in this group.

SMILES	RAD52 inh	Casp6 inh	E-sel inducer	DENV2 CPE rescue	F508del corr	XiGFP reactiv	RAD54 inh	INS-1E GSIS act
C[C@@H]1CN([C@@H](C)CO)C(=O)c2cc(/C=C/c3ccccc3)cnc2O[C@H]1CN(C)S(=O)(=O)c1ccccc1	10	0	0.3	-2	-0.2	-0.4	3	7
CCCN(C)C[C@H]1OCCCC[C@@H](C)Oc2ccc(NC(=O)Nc3ccc(C(F)(F)F)cc3)cc2C(=O)N([C@H](C)CO)C[C@H]1C	-3	0	0.2	-28	0.3	0.0	4	-5
O=C(COC(=O)/C=C/c1ccc(Cl)c(Cl)c1)NC1CC1	-11	0	.	1	-5.4	0.0	-7	-15
CN1C(=O)c2cc(NC(=O)c3ccccc3)ccc2OC[C@@H]2O[C@H](CC(=O)O)CC[C@H]21	3	-1	0.1	?	-1.8	0.1	-4	0
CCn1ncc(N(C)N)c(Cl)c1=O	-5	-2	.	-3	1.1	0.0	-12	9
CC(C)[C@H](NC(=O)C1CCN(S(=O)(=O)c2ccc(F)cc2)CC1)C(=O)N1CCCC1	4	-3	.	2	3.1	0.0	7	26
Cc1ccccc1C(OCCN(C(C)C)C(C)C)c1ccccc1 (centres undefined)	0	-3	-0.3	-6	.	0.2	.	3
O=C(CC1SC(=NCC2CCCO2)NC1=O)Nc1cc([N+](=O)[O-])ccc1Cl (centres undefined)	-14	4	1.4	11	-0.6	0.1	0	-4
CSc1ccc(C(=O)C2CCCN(C(=O)c3ccc4c(c3)no[n+]4[O-])C2)cc1 (centres undefined)	-17	0	-0.1	-4	1.2	-0.3	0	42*
CN(Cc1ccccc1C#N)S(=O)(=O)c1cccs1	-18	2	0.1	1	0.0	-0.1	-7	-1
CCCC#Cc1cnc2c(c1)C(=O)N([C@H](C)CO)C[C@@H](C)[C@@H](CN(C)S(=O)(=O)c1cn(C)cn1)O2	-5	2	-0.1	7	2.2	0.3	-1	7
C[C@@H]1CN([C@H](C)CO)C(=O)Cc2cc(NC(=O)CCC(F)(F)F)ccc2O[C@@H]1CN(C)S(=O)(=O)c1ccccc1	1	0	0.0&1.1	?	1.9&-0.6	-0.2&0.0	3&5	5&0
COc1ccc(NC(=O)N(C)C[C@H]2Oc3ccc(NS(=O)(=O)c4ccc(Cl)cc4)cc3CC(=O)N([C@H](C)CO)C[C@H]2C)cc1	14	1	0.7	5	2.2	0.1	2	-7
CCN(C(=O)CSc1nnc(C)n1-c1ccc(C)cc1)c1c(N)n(Cc2ccccc2)c(=O)[nH]c1=O	-7	-3	-0.4	3	20*	0.2	4	-23
Cc1cc(Nc2c(C#N)c(N)nn2C)ccc1F	-6	-1	-1.3	10	1.7	0.0	-3	-4
COc1ccccc1CNC(=O)[C@@H](NC(=O)C1CCN(C(=O)[C@@H]2CCCN2)CC1)C(C)C	0	0	.	-2	0.1	.	6	.
CC(C)(C)NC(=O)c1nn(Cc2ccccc2)c(=O)c2ccccc12	-1	-3	-0.1	1	4.9	0.3	0	27
Cc1cccc(NC(=O)CCNC(=O)c2ccccc2)c1	-2	.	0.3	3	-5.3	0.4	-6	-2
COc1ccc(C(=O)N(Cc2sccc2C)C2CCS(=O)(=O)C2)cc1 (centres undefined)	-4	0	-0.2	11	-1.5	0.1	-6	17
CC(NC(=O)CSc1ccc(S(=O)(=O)N2CCOCC2)cn1)c1ccc(Cl)cc1Cl (centres undefined)	-7	0	-1.3	8	2.9	0.0	0	-29
CC(=O)N1CCc2cc(S(=O)(=O)CCC(=O)NCc3cccs3)ccc21	-4	0	.	.	.	.	-2	4
Cc1c(C)c2cc(Cl)c(OC(C)C(=O)NCCN3CCOCC3)cc2oc1=O (centres undefined)	1	0	.	1	-0.6	0.1	-11	4
CCCCN(C(=O)CSc1ncnc2sccc12)c1c(N)n(Cc2ccccc2)c(=O)[nH]c1=O	-33	-5	1.3	3	0.4	0.1	4	-20
COc1cccc(NC(=O)CCN2C(=O)c3cccc([N+](=O)[O-])c3C2=O)c1	-11	0	-0.1	-4	-0.3	0.0	-4	-8
N#CCCn1cc(/C=N/N=C2\NC(=O)C(CC(=O)O)S2)c(-c2ccc(F)cc2)n1 (centres undefined)	-10	-1	0.0	-1	-0.1	0.0	5	-3

Next section:
SMILES	RAD52 inh	Casp6 inh	E-sel inducer	DENV2 CPE rescue	F508del corr	XiGFP reactiv	RAD54 inh	INS-1E GSIS act
CN(C)C(=O)c1ccc(-c2ccc3c(c2)[C@@H]2[C@@H](CCN2C(=O)c2ccccn2)[C@@H](CO)N3C)cc1	.	.	0.1	8	0.1	0.0	3	-8
COc1ccc2c3c([nH]c2c1)[C@@H](CO)N(C(=O)Nc1ccc(F)cc1)CC31CN(S(=O)(=O)c2cccc(C)c2)C1	-15	1	-0.7	1	1.1	0.3	.	4
O=S(=O)(NCc1ccco1)c1ccc(Cl)nc1	.	.	-0.1	.	.	0.0	3	7
CO[C@@H]1CN(C)C(=O)c2ccc(NC(=O)C3CC3)cc2OC[C@@H](C)N(Cc2ccccc2C(=O)O)C[C@H]1C	2	-4	0.1	-2	-0.1	0.0	6	18
CN(C)C=NC(=O)c1cc(C(=O)c2ccc(Cl)cc2Cl)c[nH]1	-18	2	.	-1	1.1	0.0	.	15
COc1ccc(-c2ccc3c(c2)S(=O)(=O)c2cccc(C(=O)N4CCN(C5CCCCC5)CC4)c2C3=O)cc1OC	-51	2	-0.2	.	-4.2	0.2	-1	-3
O=C(O)c1ccc(CSc2ncnc3c2cnn3Cc2ccccc2)cc1	-18	-1	.	12	-0.7	1.2	-22	35
O=C(Nc1cc(S(=O)(=O)N2CCOCC2)ccc1Cl)c1cc2ccccc2o1	-12	0	.	1	-0.7	0.0	6	9
C=Cc1ccc(CC2(C)C(=O)Nc3ccc(Cl)cc32)cc1 (centres undefined)	-22	4	-0.2	?	0.9	-0.1	0	19
CCc1ccc(N2C(=O)C(Cl)=C(Nc3ccc(C(=O)N4CCCC4)cc3)C2=O)cc1	18	7	.	.	.	.	-1	-14
CCOc1ccc(-c2n[nH]c(C)c2-c2ccccn2)c(O)c1	-12	1	-0.1	-1	-1.1	-0.1	.	0
COc1ccccc1NC(=O)N(CCN1CCOCC1)Cc1cc2cc(C)cc(C)c2[nH]c1=O	6	3	-1.3	7	-0.8	-0.2	.	14
O=C(CNS(=O)(=O)c1ccc(F)cc1)N1CCCC1	-6	-1	.	0	3.3	0.0	0	2
NC(=O)COc1c(-c2ccco2)oc2ccccc2c1=O	-19	3	-2.5	.	1.5	0.3	.	8
COc1ccc(Cl)cc1CNC[C@H]1O[C@@H](n2cnc3c(=O)[nH]c(N)nc32)[C@H](O)[C@@H]1O	-3	2	-0.1	8	-5.7	0.0	-5	3
O=C(c1cnn(-c2ccccc2)c1)c1cc(F)ccc1O	2	0	0.4	7	0.4	0.0	1	-12
O=c1cc(-c2ccc(O)cc2)oc2cc(O)c([C@@H]3O[C@H](CO)[C@@H](O)[C@H](O)[C@H]3O)c(O)c12	-1	6	.	4	-3.7	.	-17	-6
COCC(=O)N1C[C@@H](C)[C@@H](OC)CN(C)C(=O)c2cc(NC(=O)C3CCC3)ccc2OC[C@@H]1C	.	.	-0.1	.	-0.4	-0.2	.	12
C[C@@H]1CN([C@H](C)CO)C(=O)CCCn2nncc2CO[C@@H]1CN(C)Cc1cccc(O)c1	2	2	-0.1	0	0.9	-0.1	-12	15
O=C(CCCOc1ccc(Cl)cc1)Nc1ccc(N2CCOCC2)cc1	0	1	.	1	0.4	0.0	.	0
COc1ccc(NC(=O)CC(c2ccc(F)cc2)c2ccc(OC(C)C)cc2)cc1 (centres undefined)	2	-2	-0.9	-5	.	0.2	.	.
CN(C)/C=C(/C(=O)c1ccc(Cl)c(Cl)c1)c1nnnn1-c1ccccc1	-39	2	0.5	0	-1.5	0.1	-7	.
COCCNC(=O)[C@@H]1[C@@H](CO)[C@@H]2Cn3c(ccc(-c4cccc(F)c4)c3=O)[C@H]1N2C(=O)NC(C)C	0	2	1.1	0	.	0.1	-2	0
N=C1C(c2ccccc2)=C(O)CN1c1ccc2c(c1)OCO2	8	3	.	1	1.2	.	4	15
CO[C@@H]1CN(C)C(=O)c2ccc(NC(=O)C3CC3)cc2OC[C@H](C)N(C(=O)CN(C)C)C[C@@H]1C	-1	-1	-0.2	-3	-1.0	0.3	-14	8

Additional entries.
SMILES	RAD52 inh	Casp6 inh	E-sel inducer	DENV2 CPE rescue	F508del corr	XiGFP reactiv	RAD54 inh	INS-1E GSIS act
COc1ccc(-c2noc(CN(C)C(=O)c3ccc4c(c3)OCO4)n2)cc1	-17	0	0.5	8	-3.4	0.2	-2	-3
CCCc1cc(=O)c2c(O)ccc(OC)c2o1	-10	2	0.0	5	0.8	0.0	13	.
CCCn1c(N)c(C(=O)CN(C)CC(=O)Nc2ccccc2CC)c(=O)[nH]c1=O	-18	3	.	-4	-0.2	0.1	-6	19
O=C(OCc1ccco1)c1cccnc1	1	16	.	-4	-4.1	0.1	.	4
CN(CC(=O)Nc1ccccc1C(F)(F)F)C(=O)C1=COCCO1	4	9	1.2	?	-2.5	0.6	-5	-5
CCCC(=O)N1CCCC1(C)C(=O)Nc1ccc(C)c(C)c1 (centres undefined)	-12	3	-0.2	3	-1.4	0.2	0	.
O=C(CSc1c[nH]c2ccccc12)NCC1CCCO1 (centres undefined)	-11	0	0.0	1	1.0	0.1	-12	8
NC(=O)c1ccc(Nc2nc(C(N)c3ccccc3Cl)cs2)cc1 (centres undefined)	-1	12	0.0	-4	-0.6	0.0	1	14
CC(NC(=O)CSc1ncccc1C(=O)O)C1CC2CCC1C2 (centres undefined)	4	-4	-2.2	6	-1.4	0.0	-5	30
O=c1[nH]c2c(cnn2-c2ccc(Cl)cc2)c(=O)n1-c1cccc(Cl)c1	-13	-1	-0.2	1	0.6	0.0	.	10
CC(C)NC(=O)Nc1ccc2c(c1)C(=O)N([C@H](C)CO)C[C@@H](C)[C@@H](CN(C)Cc1ccc(C(=O)O)cc1)OCCCC[C@@H](C)O2	-17	1	-0.2	9	-3.6	0.4	2	21
CCOC(=O)c1cnn(-c2nc(OC)cc(OC)n2)c1C(F)(F)F	-5	-4	1.1	-13	-0.6	-0.1	7	2
Cc1ccc(S(=O)(=O)Nc2cccc3c2O[C@H](CN(C)Cc2ccc(Oc4ccccc4)cc2)[C@@H](C)CN([C@@H](C)CO)C3=O)cc1	2	1	0.7	-6	-1.0	-0.1	-11	-9
Cc1cc(C)nc(SCCCNCc2ccc(Br)cc2)n1	-13	-2	.	6	-0.7	0.2	-5	25
Cc1nn(C)c(C)c1CCC(=O)N1CCCC(C(=O)c2cccc(OC(C)C)c2)C1 (centres undefined)	-8	1	7.3	-3	-2.4	0.1	-2	4
Cc1ccc(S(=O)(=O)N2C[C@H](O)COC[C@@H]3O[C@H](CC(=O)NCCN4CCCCC4)CC[C@H]32)cc1	9	-31	-0.2	4	1.4	0.2	2	2
CC(C)(C(=O)Nc1nccs1)c1ccccc1	-6	.	.	.	3.5	-0.1	-1	-5
O=C(Nc1cccc(Cl)c1)C1CCCCC1	-4	-3	-0.1	-6	-2.3	0.0	-2	-5

Screening data deposited in PubChem BioAssay by Broad Institute.
